Screening data as filed in PubChem.
aSyn 5UTR inh = 5' untranslated region of α-synuclein, MLPCN primary screen; alpha-synuclein 5'UTR reporter, inhibitor activity; inhibition, % (tested at 7.5 µM); actives 0.82% (n = 300,000); in the data active = inhibition above about 60%; inconclusive = no clear call, values can overlap the other calls;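 note: H4 neuroglioblastoma cells stably carrying SNCA 5'UTR luciferase fusion; 0% = DMSO wells and 100% = positive control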
HSF1 inh = HSF1 inhibition. NIH3T3-HGL HSE-luciferase, MG132-induced, luminescence 8 h; active compounds read low. activity change, negative = inhibition, % at 7.5 µM (by protocol). actives 0.77% (n = 300,000). AID 2098;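 active = more than half of replicate wells show activity change below -50%, luminescence cut by over half; inconclusive = some wells, but at most half, below -50%; inactive = no replicate well below -50%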;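 note: luciferase reports HSF-1 transcriptional activity via heat shock element; 0% = median of DMSO wells and -100% = zero luminescence signal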
KLF5 inh = inhibitors of KLF5 expression. DLD-1 KLF5 promoter-luciferase reporter, luminescence. inhibition, % at 5 µM. actives 0.23% (n = 290,000). AID 1700;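 active = inhibition above a per-plate limit of that plate's mean compound inhibition plus 3 SD, cut at about 60% in these data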;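 note: 0% = DMSO wells and 100% = LY294002 at 200 µM; higher means less KLF5 promoter-driven luciferase light; inactives centre near -14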
HSF-1 act = increases HSF-1 driven luciferase reporter signal. NIH3T3-HGL HSF-1 luciferase reporter, MG132, 8 h; 100% = twice DMSO control signal. activation, % at 9 µM. actives 1.7% (n = 300,000). AID 504408;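 active = mean replicate activation of at least 50% with a set share of replicates each reaching 50%; inconclusive = only one of those two conditions met; inactive = mean below 50% and too few replicates reaching it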;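 note: 0% = median of the neutral control wells and 100% = twice that signal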
IEC-6 cytotox = kills IEC-6 intestinal cells in KLF5 counter-screen. IEC-6 cytotoxicity, luminescence viability. inhibition, % at 5 µM. actives 0.78% (n = 290,000). AID 1825; in the data active = inhibition above about 22%;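 note: 0% = plate median of test compound wells and 100% = cytotoxic reference compound wells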
SKKanGAS inh = blocks kanamycin growth of S. pyogenes SKKanGAS strain; BacTiter-Glo, 6 h; inhibition, % at 7.5 µM; actives 1.3% (n = 300,000); AID 1662;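 active = mean replicate score, as percent of positive control median, at least 50; inconclusive = mean below 50 but one replicate at or above 50; inactive = mean and every replicate below 50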;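 note: strain carries kanamycin resistance gene driven by streptokinase promoter and grows in 40 µg/ml kanamycin; loss of luminescence reflects streptokinase promoter inhibition or plain growth inhibition; 0% = median of DMSO wells and 100% = positive control at its reference dose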
HIF activator = HIF pathway transcriptional activation. AID 1910. activation, % at 7.5 µM (by protocol). actives 0.32% (n = 300,000). U2OS HRE-luciferase reporter, luminescence; normalized: DMSO 0%, desferrioxamine 100%;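 active = mean activation of at least 10% of the iron chelator positive control signal, with at least half of replicates also reaching 10%; inconclusive = mean and replicate majority disagree about reaching 10%; inactive = mean and most replicates under 10%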
Platelet DG rel = modulates dense granule release in human platelets | human platelet-rich plasma, SFLLRN dense granule ATP release, luminescence | inhibition, %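 (compounds screened at 7.5 µM in platelet-rich plasma)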 | actives 0.22% (n = 300,000);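 active = mean replicate score, as percent of positive control, at or above 50; inconclusive = mean below 50 but at least one replicate at or above 50; inactive = mean and every replicate below 50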
AI-2 QS modul = modulators of Vibrio harveyi AI-2 quorum sensing system; Vibrio harveyi JMH597 AI-2 luminescence/OD600 ratio, 9 h; active compounds read low; strain lacks LuxN and CqsS sensors; 0 = neutral-control median; activity change, % at 7.5 µM; actives 0.4% (n = 300,000); in the data active = activity change below about -75%, passing the limit was not always enough; inconclusive = no clear call, values can overlap the other calls;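 note: luminescence divided by OD600 gain over 9 h not by final OD600 alone; inactives centre near 13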
HSP90 inh = HSP90 refolding inhibition in rabbit reticulocyte lysate. actives 0.91% (n = 290,000). inhibition, % at 5.6 µM. AID 1789. luciferase refolding luminescence, 3 h;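 active = inhibition above the screen-wide mean plus 3 SD, computed separately per campaign, cut at about 16% in these data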;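 note: 0% = DMSO wells and 100% = 60 µM geldanamycin wells; inhibitors lower the luminescence because luciferase stays unfolded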
Numbers without * were called inactive; ? = inconclusive; / = not tested or not shown.

SMILES | aSyn 5UTR inh | HSF1 inh | KLF5 inh | HSF-1 act | IEC-6 cytotox | SKKanGAS inh | HIF activator | Platelet DG rel | AI-2 QS modul | HSP90 inh
CC(C)C(C(=O)O)N1CCS(=O)(=O)CC1 (stereo not given) | -9 | 1 | -20 | 7 | -1 | -3 | 0.1 | 2 | 29 | 1
CCOC(=O)C1=C(C)Nc2ccccc2N=C1NC(=O)c1ccc(Cl)c(S(=O)(=O)N2CCCC2)c1 | 40 | 8 | -21 | 9 | -6 | 10 | -0.1 | -2 | 25 | 0
COc1ccc(C(=O)Nc2cccc(C(=O)N/N=C/c3ccc(OC)cc3OC)c2)cc1 | 83* | -15 | -29 | 2 | 10 | 6 | -5.0 | 2 | 13 | -1
CCN(CC(=O)Nc1c(F)cccc1F)C(=O)c1ccc(-n2cncn2)c([N+](=O)[O-])c1 | -1 | -7 | / | 2 | / | -3 | -0.3 | 0 | 13 | /
Brc1ccccc1OCCCCCN1CCOCC1 | -49 | 0 | -14 | 15 | 0 | 13 | 1.5 | 12 | 10 | 0
CCC(Sc1nc(N)cc(N)n1)C(=O)O (stereo not given) | 4 | 2 | -15 | 17 | 3 | -2 | 0.0 | 4 | 2 | 1
CC(/C=N/n1cnnc1)=C\c1ccccc1 | 16 | -7 | -23 | -12 | -6 | -6 | -0.8 | -1 | 18 | 0
O=C(CN(C(=O)c1csnn1)c1ccccc1C(F)(F)F)NC1CCCCC1 | -2 | 0 | -12 | -18 | -7 | 1 | 0.4 | 6 | 28 | -5
C=CCSc1nnc(NC(=O)CSc2nnc(C)s2)s1 | -9 | 8 | -16 | 5 | -1 | 8 | -0.2 | 2 | 17 | 0
Cc1ccc(S(=O)(=O)NCCC(=O)Nc2nnc(C)s2)cc1 | -8 | -4 | -41 | -14 | 2 | -3 | 0.5 | 17 | 4 | 3
O=C1c2cccc3c(N4CCCCC4)ccc(c23)C(=O)N1c1ccc(O)cc1 | -72 | 13 | -3 | 34 | 11 | / | 2.3 | 1 | 31 | 6
O=C(CSCc1ccc(C(=O)O)cc1)Nc1ccc2ccccc2c1 | 27 | 11 | 1 | -11 | 1 | -10 | 0.5 | 8 | 18 | 0
Cc1nc(-c2nnc(SCC(=O)Nc3cc(Cl)cc(Cl)c3)n2C)cs1 | -3 | -7 | -29 | -5 | -1 | -5 | -0.3 | 1 | 1 | -2
O=C(NC(NC(=S)Nc1ccc(Cl)c(Cl)c1)C(Cl)(Cl)Cl)c1ccco1 (stereo not given) | -6 | 0 | -1 | 2 | 12 | 74* | 0.1 | 3 | 11 | 4
CC(=O)NC(CC(=O)OCC(=O)N1CCc2ccccc21)c1ccccc1 (stereo not given) | 11 | -5 | -6 | -3 | 3 | 7 | 1.0 | -2 | 9 | -2
CCOc1ccc(OCC(=O)N(C)c2c(N)n(Cc3ccccc3)c(=O)[nH]c2=O)cc1 | 6 | 4 | / | -15 | / | -1 | -0.1 | -8 | -8 | /
Cc1nn(C)c(C)c1/C=N/NC(=O)C(C)(C)Oc1ccc(Cl)cc1 | 16 | -4 | -17 | 1 | -1 | -9 | 0.0 | -4 | 28 | 6
COc1ccc(-c2sc(Nc3ccc(F)c(F)c3F)nc2CCC(=O)NN)cc1 | -55 | -3 | -45 | -1 | 1 | 9 | 5.4 | -2 | 3 | 14
COCCNC(=O)c1ccc(NS(=O)(=O)c2cc(C)ccc2C)cc1 | 3 | -8 | 5 | -17 | -1 | -2 | 0.3 | 13 | 0 | -3
CC1=C(C(=O)Nc2ccccc2C(=O)NC2CCCCC2C)SCCO1 (stereo not given) | 0 | 17 | 20 | 16 | 3 | 0 | -0.2 | -7 | 22 | -2
COc1ccc(C(=O)Nn2c(C)ccc2C)cc1OC | 5 | -2 | 8 | -15 | -4 | -4 | -0.2 | -7 | 11 | -1
CC(CCCC(C)(C)O)CC1C2=C(CCCC2=O)OC2=C1C(=O)CCC2 (stereo not given) | 8 | -8 | -29 | -9 | -1 | 0 | 0.2 | 9 | 16 | 1
Cn1c(=O)[nH]c2ncccc21 | 11 | 2 | -16 | 0 | -5 | 2 | 0.1 | 5 | 23 | 4
Cc1cc(C)c2c(N)c(S(=O)c3ccc(C(C)(C)C)cc3)sc2n1 (stereo not given) | -11 | / | -38 | / | -4 | 0 | 0.3 | -3 | 19 | 0
O=C(CSc1nc2ccccc2s1)NNC(=O)Nc1ccc(Cl)c(Cl)c1 | 9 | 3 | -30 | 15 | 2 | 23 | -2.0 | -1 | 3 | 2
CC(=O)c1ccc(NC(=O)CN2CCC(C(=O)c3ccc4c(c3)OCCO4)CC2)cc1 | 22 | 6 | -24 | 17 | 5 | 2 | 0.0 | -1 | 40 | -2
COc1cccc(NS(=O)(=O)c2c(C(=O)N3CCCCCC3)c(C)n(C)c2C)c1 | 6 | -8 | -20 | -4 | -3 | 1 | / | -1 | 39 | 3
CC(C)CCNC(=O)CN(Cc1ccccc1)C(=O)CCC(=O)Nc1nccs1 | 7 | -2 | -16 | 10 | 3 | -1 | -0.5 | -1 | 30 | -4
COc1ccc(CNc2nc(SC)n[nH]2)cc1OC | 15 | 0 | -15 | 3 | 1 | -6 | -0.5 | 11 | 12 | -1
O=C(NCCNc1ccc([N+](=O)[O-])cc1)c1cccc(Br)c1 | 18 | -1 | -32 | -3 | 1 | -3 | -0.6 | -6 | 13 | -2
CNC(=O)NC(=O)CSc1nnc(-c2ccc(F)cc2)n1CC1CCCO1 (stereo not given) | 13 | 8 | -22 | 12 | 0 | -9 | -0.5 | 1 | 23 | -2
Cn1c(=O)c2cn(-c3ccc4c(c3)OCCO4)cc2n(C)c1=O | -28 | -67* | -17 | -73 | -1 | 10 | 0.5 | -2 | 29 | -1
FC(F)(F)c1cccc(NC(=S)NNC(=S)Nc2ccc(Cl)cc2)c1 | 2 | 2 | -20 | 4 | 4 | 115* | -0.3 | -5 | ? | 0
O=C(CSC1=NS(=O)(=O)c2cc(Cl)ccc2N1)Nc1ccccc1F | -5 | 0 | / | -13 | / | 29 | -0.5 | 11 | 30 | /
CCS(=O)(=O)N1CCC(C(=O)Oc2ccc(Cl)cc2)CC1 | 11 | -8 | -24 | 8 | -9 | -5 | -0.1 | -9 | 8 | 0
CCC(C)C(=O)Nc1nc2ccc(OC)cc2s1 (stereo not given) | -167 | 12 | -95 | 50 | -6 | 5 | 3.7 | -14 | -9 | -1
Cc1cc(C)n(-c2ccnc3cc(Cl)ccc23)n1 | 4 | 3 | -29 | 5 | -4 | -5 | -1.0 | -2 | 18 | -4
COc1ccc(/C=C(\NC(=O)c2ccccc2)C(=O)NCc2ccco2)cc1OC | -3 | 0 | -4 | -6 | -7 | -4 | 1.7 | -1 | 19 | 3
O=S(=O)(CCC1CCCCN1)c1ccccc1 (stereo not given) | 4 | -1 | -55 | -11 | -4 | -3 | 0.9 | 0 | 11 | -1
C=CCOc1ccc(Br)cc1CNCCO | 7 | 5 | 1 | -2 | 2 | 1 | 0.2 | 3 | 7 | -4
Cc1cccc(N2CCN(C(=O)Cn3c(=O)[nH]c4ccsc4c3=O)CC2C)c1 (stereo not given) | 17 | -5 | 10 | -5 | -5 | 5 | 0.0 | 2 | 27 | 2
CCOC(=O)c1ccccc1NC(=O)c1c(O)c2ccccc2n(CC)c1=O | / | / | -39 | / | -4 | / | / | / | 19 | 1
O=C1c2oc3ccc(F)cc3c(=O)c2C(c2ccccc2)N1CC1CCCO1 (stereo not given) | -9 | 4 | -30 | 4 | -5 | 3 | 0.1 | -15 | 47 | -3
Cc1ccc(N=Nc2cc(C)ccc2O)c(C)c1 | -215 | -4 | -79 | 2 | 2 | 5 | 3.0 | 5 | 7 | 0
CCOc1cc(CNc2ccc(CNc3ncn[nH]3)cc2)ccc1OCc1ccccc1 | -20 | -2 | -17 | -3 | -1 | 5 | -0.5 | 5 | -4 | 0
CCOC(=O)C1CCN(C(=O)COc2ccc(Cl)cc2Cl)CC1 | -11 | 2 | -13 | 12 | 6 | 7 | -0.3 | 2 | 5 | 0
Cc1cc(Br)c(NC(=O)CCNC(=O)OCc2ccccc2)cc1C | 3 | 23 | -14 | 16 | -4 | 6 | 0.1 | 3 | 1 | -5
Cc1[nH]n(-c2ccccc2)c(=O)c1C=NC1CCCCCC1 | -51 | -2 | -26 | 14 | -8 | 12 | 0.4 | -1 | 27 | 1
Cn1c(SCc2ccccc2Br)nc2ccccc2c1=O | 12 | -11 | 2 | 2 | 7 | 29 | -1.7 | 1 | 15 | -1
CCOC(=O)C(CC(=O)c1ccccc1)CC(=O)c1ccccc1 | -105 | 17 | -52 | 10 | -5 | 3 | 1.2 | -1 | 6 | 0
COc1ccc(C(=O)N2CCN(Cc3cc(OC)ccc3OC)CC2)cc1 | 0 | 4 | -51 | 17 | -1 | 1 | 0.4 | -2 | 3 | 12
N=c1oc2ccccc2cc1C(=O)NC1CCCCCC1 | -116 | 1 | -159 | 5 | 3 | 5 | 3.4 | 5 | 15 | 16
Cc1cccc(C)c1OCc1cc(C(=O)N2CCN(c3ccc(F)cc3)CC2)no1 | -72 | 63 | -142 | 70* | -6 | 17 | 3.0 | 4 | 18 | 4
CCc1ccc(-c2nn(-c3ccccc3)cc2C2SCC(=O)N2Cc2ccco2)cc1 (stereo not given) | -14 | 5 | -43 | -2 | -7 | 18 | -0.1 | -4 | 8 | 2
O=C(Nc1ccc(F)c(Cl)c1)c1ccc2c(=O)n3c(nc2c1)CCCCC3 | -166 | -1 | -24 | 21 | 5 | 5 | 1.4 | -6 | 6 | 2
COc1cccc(OCCNc2cc(N3CCOCC3)ccc2[N+](=O)[O-])c1 | -78 | 8 | -1 | 42 | 11 | -6 | 2.7 | -9 | 47 | -1
CN(C)C(=S)NC1(C)CCS(=O)(=O)C1 (stereo not given) | -3 | -3 | -10 | 4 | 1 | -3 | -0.2 | 2 | 14 | 3
CC(=O)Nc1ccc(NC(=O)Cn2c(CC(=O)N3CCCC3)nc3ccccc32)cc1 | -3 | -7 | -7 | -10 | 8 | 0 | -0.2 | -7 | 22 | 2
Cc1cc(-c2[nH]nc3c2C(c2ccsc2)C(C#N)=C(N)O3)c(C)s1 (stereo not given) | -12 | 0 | -12 | 22 | -1 | -2 | -0.8 | 7 | 32 | 0
Cc1ccc(C)c(NC(=O)c2nc(Cl)ccc2Cl)c1 | -54 | 11 | -32 | 7 | 4 | 5 | 1.5 | 1 | 27 | 2
CC(=O)Nc1ccc(S(=O)(=O)N[C@@H](C)C(=O)OCc2ccc(Cl)cc2)cc1 | -2 | -4 | -4 | -2 | 6 | -16 | -0.1 | -9 | 12 | -2
COc1ccc(OC)c(NC(=O)CN(c2ccc(OC)c(Cl)c2)S(C)(=O)=O)c1 | -25 | 5 | 17 | -5 | -2 | -14 | 0.1 | 12 | 6 | 2
